Screening data (PubChem BioAssay)
p53ts 39C kill = kills p53ts cells at the nonpermissive temperature; H1299-p53A138V viability at 39C, ATP luminescence, 24 h; Potency, µM (series often up to 46.1 µM), inactives show at the top dose activity change, negative = cell killing, actives largely listed as cytotoxic; hit rate 1.5% among 130,000; AID 902; note: nearly all actives have a fitted effect of over 55% in size
IkB sig inh = IkB pathway inhibition in ABC-DLBCL cells; Potency, µM (titrated, usually from 57.1 µM), for the others: at the top dose IkBa stabilization activation; hit rate 0.04% among 110,000; ABC-DLBCL IkBa-CBG/CBR dual luciferase ratio, 4 h; response scale: scaled: untreated 0%, proteasome inhibitor 100%; active = well fitted curve in the direction sought with a large enough effect in the signal ratio, not every such curve was filed as active; inconclusive = small, poorly fitted or top-dose-only effect, or a change in a side signal; the % refers to the signal ratio;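 note: the direction sought is a rising ratio; 0% = basal untreated cells and 100% = reference inhibitor full response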
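Luminescence ratio of IκBα-fused green versus native red beetle luciferase in OCI-Ly3 cells, 4 h post-doxycycline with compound; red signal alone, scaled from basal (0%) to zero light (-100%), flagged nonspecific or cytotoxic effects.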
Peg3 imprint = inducers of genomic imprint erasure in mouse ES cells | mouse ES Peg3-LacZ reporter, beta-gal luminescence, 40 h | Potency, µM (titrated, usually from 60.7 µM), for the others: top-dose activity change, positive = activation, most hits filed as activators | hit rate 0.02% among 110,000 | AID 1948;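 note: 0% = negative control wells on the plate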
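Gelatin-coated wells received 300 freshly trypsinized female ES cells with a Peg3LacZ-Neo reporter on the maternal allele, then incubated 40 hours at 37C. BetaGlo was added for 5 minutes at room temperature before a single luminescence read.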
p53ts 32C kill = cytotoxicity in p53ts cells at permissive temperature; H1299-p53A138V at 32C, ATP luminescence viability, 24 h; Potency, µM (titrated, usually from 46.1 µM), for the others: at the top dose activity change, negative = cytotoxicity, hits mostly cytotoxic; hit rate 0.93% among 130,000; AID 924;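 note: 0% = DMSO and -100% = full killing by reference compound; nearly all actives have a fitted effect of over 55% in size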
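H1299-p53 A138V cells (temperature-sensitive p53) exposed 24 h to up to 46 uM compound at 32C, where p53 is wild-type in conformation. Viability read as ATP luminescence and normalised to DMSO and 100 uM tamoxifen. AC50 fitted with the Hill equation.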
Numbers without * were called inactive; u = inconclusive; x = no result given; [ ] = another dose, or the depositor's remark. Unless noted, calls come from the whole dose curve; as a rule, active = well fitted curve in the direction sought with a large enough effect; inconclusive = small, poorly fitted or top-dose-only effect, or another doubt; inactive = no such curve, though single readings can be large; an effect the other way counts as inactive or inconclusive. Unless noted, % is set by controls: 0 for no effect and ±100 for the full control effect; potency is the fitted concentration of half-maximal effect.

The opening 2 records (preview)
SMILES | p53ts 39C kill | IkB sig inh | Peg3 imprint | p53ts 32C kill
CC(=O)N1CCc2cc(S(=O)(=O)NC(CC(C)C)C(=O)Nc3cc(C)cc(C)c3)ccc21 (stereo unspecified) | 8% | u | -9%[10.9 µM] | 11%
CCOC(=O)c1[nH]c(C)c(C(=O)NC2CCN(C(=O)OCC)CC2)c1C | -8% | -0.9% | -3% | -14%

The listing, from the first entry:
SMILES | p53ts 39C kill | IkB sig inh | Peg3 imprint | p53ts 32C kill
CC(=O)N1CCc2cc(S(=O)(=O)NC(CC(C)C)C(=O)Nc3cc(C)cc(C)c3)ccc21 (stereo unspecified) | 8% | u | -9%[10.9 µM] | 11%
CCOC(=O)c1[nH]c(C)c(C(=O)NC2CCN(C(=O)OCC)CC2)c1C | -8% | -0.9% | -3% | -14%
O=C(c1cccs1)N(Cc1ccco1)C1CCS(=O)(=O)C1 (stereo unspecified) | -5% | 0.3% | -3% | 5%
CCc1ccc2[nH]c(=O)c(CN(CCN3CCCC3)C(=O)NC3CCCCC3)cc2c1 | -10% | 0.5% | -15% | -4%
COc1cc(-c2nnc(-c3ccccc3)o2)cc(OC)c1OC | 6% | x | x | 8%
O=C(NCc1ccc(Cl)cc1)C1=Cc2cc(Br)ccc2OC1 | -13% | 1.4% | -11%[10.9 µM] | -8%
Cc1nncn1-c1ccc(C(=O)Nc2cc(F)ccc2F)cc1 | -22% | 1.1% | -10%[10.9 µM] | 2%
O=C(Cn1cccc1C(=O)c1ccccc1)NCc1ccc2c(c1)OCO2 | -21% | 2.5% | 1% | -4%
CCCCNC(=O)CCn1c(=O)c2cccn2c2ccc(F)cc21 | 5% | u | 13%[10.9 µM] | -2%
O=C(O)C[C@H](S)C(=O)O | 0%[9.22 µM] | -0.5%[11.4 µM] | -11%[10.9 µM] | -2%[9.22 µM]
CCC(=O)Oc1c(S(=O)(=O)c2ccc(C)cc2)c(C)nn1C(C)(C)C | -21% | 4.9% | 9% | -19%
O=C(NC1CCCCCCC1)C1CCN(S(=O)(=O)N2CCC3(CC2)OCCO3)CC1 | 2% | 0.2% | -8% | -8%
CCC(=O)N1CCCc2cc(S(=O)(=O)N3CCC(C(=O)Nc4cccc(Cl)c4)CC3)ccc21 | -15% | 6.0% | -13%[10.9 µM] | 0%
CC(=O)CC(=O)NC1C2CC3CC(C2)CC1C3 (stereo unspecified) | 2% | -0.5% | 0% | -4%
Cc1nc(-c2cccc(F)c2)sc1CCNC(=O)c1c(F)cccc1Cl | -10% | u | -5%[10.9 µM] | 5%
CSc1nn(Cc2cccc(Cl)c2)c(N(C(C)=O)C(C)=O)c1S(=O)(=O)c1ccccc1 | 20µM* | -7.5% | 13%[10.9 µM] | 9%
Cn1c(=O)c2c(nc(NCc3ccco3)n2C)n(C)c1=O | 17% | -0.5% | -10% | 8%
CCNC(=O)c1ccc(NS(=O)(=O)c2ccccc2)cc1 | 4% | -0.4% | -4% | 7%
O=C(CSc1nc(-c2cccs2)nc2cc(=O)[nH]n12)Nc1ccc(F)cc1 | 0% | u | 5%[10.9 µM] | 7%
CCCSc1n[nH]c(NC(C)=O)n1 | 5% | 3.0% | -2% | 7%
Cn1c(SCC(=O)c2ccc(-c3ccccc3)cc2)nnc1-c1ccco1 | 1% | -0.3% | -9% | -11%
O=C(Cn1c(=O)n(-c2ccccc2)c(=O)c2oc3ccccc3c21)Nc1ccccc1 | -16% | x | x | 9%
COC1CCCCC1Nc1cc(C)ccc1C (stereo unspecified) | 3% | 2.1% | -6% | 2%
O=C(CSc1nnc(-c2ccccc2)c(-c2ccccc2)n1)NC1CCCC1 | -5% | u | -9%[10.9 µM] | 8%
O=C(NCCNCCO)c1c(O)c2cccc3c2n(c1=O)CCC3 | -6% | -2.1% | -6% | -13%
Cc1ccc(-n2ncc3c(NCCc4ccccc4)ncnc32)cc1C | u | -1.2% | -15%[10.9 µM] | -13%
COc1ccc(N(CC(=O)NCC2CCCO2)S(=O)(=O)c2c(C)noc2C)cc1 (stereo unspecified) | -3% | 0.2% | -14% | -5%
COc1cc(CNc2cc(C)ccc2C)cc(OC)c1OC | 2% | x | x | 9%
C=CCCc1ccc(C#N)c(SCc2c(C(=O)OCC)c3cc(OC(C)=O)c(Br)cc3n2C)n1 | -13% | x | x | -17%
CC1(C)OC(=O)N2CCc3ccccc3C21C (stereo unspecified) | 11% | x | x | 2%
Cc1noc(Cn2c(=O)c3ccccc3n(CC(=O)Nc3ccc(F)cc3F)c2=O)n1 | 1% | -2.3% | 4%[10.9 µM] | -1%
COc1ccc(N2CCN(Cc3nc4c(c(=O)[nH]c(=O)n4C)n3Cc3ccccc3F)CC2)cc1 | 33%[activator] | 0.7% | u | -4%
CCOc1ccc(NC(=O)c2ccc(S(=O)(=O)N(C)C)cc2)cc1 | 1% | 3.2% | -11% | 2%
Cc1nc2sccn2c(=O)c1S(=O)(=O)Nc1ccc(N2CCOCC2)c(Cl)c1 | -16% | u | -16%[10.9 µM] | -1%
Cn1c(SCC(=O)NC(C)(C)C)nc(O)cc1=O | 3% | 3.3% | -4% | 2%
Cc1cccc(C)c1N(CC(=O)N1CCN(C)CC1)S(C)(=O)=O | 1% | -1.0% | 9% | -2%
Oc1ccc(Oc2ncc(Cl)cc2Cl)cc1 | 0% | 1.1% | 19% | -2%
COc1ccc(C2C=C(c3ccccc3)Nc3ncnn32)cc1 (stereo unspecified) | 3% | 0.6% | -13% | -1%
O=C(c1ccccc1)c1ccc(N2CCCC2)cc1 | u | 5.7% | -24% | u
Cc1ccccc1-n1nnnc1SCc1ncc(-c2ccccc2)o1 | -8% | u | -11% | -5%
Cc1ccccc1NC(=O)Cn1c(=O)n(Cc2ccc3c(c2)OCO3)c(=O)c2oc3ccccc3c21 | -15% | -2.1% | -15%[10.9 µM] | 8%
CCCOc1ccc(Cn2c(=O)oc3ccc(C)cc32)cc1OC | -3% | -1.2% | -22% | 5%
Cn1c(=O)c2c(nc(CN3CCc4ccccc4C3)n2Cc2ccccc2F)n(C)c1=O | 44%[activator] | -6.2% | -30%[inhibitor] | 20%
O=C(Nc1ccccc1)N(CCCN1CCOCC1)Cc1cccs1 | 1% | -2.6% | -4% | -2%
COc1cc2[nH]c(=O)n(Cc3ccc(C(=O)NCC4CCCO4)cc3)c(=O)c2cc1OC (stereo unspecified) | -2% | -2.1% | -10% | 1%

Six entries from above, arranged by formula weight, ascending:
SMILES | p53ts 39C kill | IkB sig inh | Peg3 imprint | p53ts 32C kill
CCNC(=O)c1ccc(NS(=O)(=O)c2ccccc2)cc1 | 4% | -0.4% | -4% | 7%
COc1cc(-c2nnc(-c3ccccc3)o2)cc(OC)c1OC | 6% | x | x | 8%
O=C(c1cccs1)N(Cc1ccco1)C1CCS(=O)(=O)C1 (stereo unspecified) | -5% | 0.3% | -3% | 5%
O=C(CSc1nnc(-c2ccccc2)c(-c2ccccc2)n1)NC1CCCC1 | -5% | u | -9%[10.9 µM] | 8%
O=C(CSc1nc(-c2cccs2)nc2cc(=O)[nH]n12)Nc1ccc(F)cc1 | 0% | u | 5%[10.9 µM] | 7%
Cc1ccccc1NC(=O)Cn1c(=O)n(Cc2ccc3c(c2)OCO3)c(=O)c2oc3ccccc3c21 | -15% | -2.1% | -15%[10.9 µM] | 8%

Other results
SMILES | p53ts 39C kill | IkB sig inh | Peg3 imprint | p53ts 32C kill
CC(=O)c1ccc(NC(=O)Cn2c(=O)c3cccn3c3ccccc32)cc1 | -3% | -3.1% | -6%[10.9 µM] | -4%
Cn1c(Cn2c(=O)sc3ccccc32)nnc1SCC(=O)Nc1ccccc1F | 4% | -0.4% | -7% | -1%
CCCN1Cc2cccc(C(=O)Nc3cc(Cl)ccc3C)c2C1=O | -24% | -0.9% | -5%[10.9 µM] | -16%
N#CC(c1nc2ccccc2nc1N1CCCC1)S(=O)(=O)c1ccccc1 (stereo unspecified) | -7% | x | x | -9%
CN1CCN(C(c2cccc(C(F)(F)F)c2)c2nnnn2C(C)(C)C)CC1 (stereo unspecified) | -6% | -1.0% | 7% | -7%
COc1ccc(C(=O)/C=C/Nc2cc(C)on2)cc1 | -19% | 5.6% | -37%[inhibitor] | u
Cc1cc(Oc2ccccc2)nc(N)n1 | -1% | -0.7% | -2% | 6%
O=C(NCc1ccccc1F)C1CCN(Cc2cc3ccccc3n2Cc2cccc(Cl)c2)CC1 | -9% | u | -9%[10.9 µM] | 8%
CCOC(=O)c1c(C)[nH]c(C)c1S(=O)(=O)NCC(=O)Nc1cc(Cl)ccc1OC | -19% | -0.4% | -9%[10.9 µM] | -1%
COc1ccc(Cl)cc1NC(=O)Cc1coc2c(C)c(C)ccc12 | -13% | u | 9%[10.9 µM] | 3%
O=C(NCc1cccs1)c1nn(-c2ccccc2)nc1CO | -12% | u | -15%[10.9 µM] | -10%
Cc1cccc(CS(=O)(=O)CC2Nc3ccc(C(=O)NCc4ccccc4Cl)cc3NC2=O)c1 (stereo unspecified) | -9% | u | 17%[10.9 µM] | 1%
COc1ccc2[nH]c3ccc(OC)cc3c2c1 | -7% | -4.0% | x | -6%
COc1ccc(OC)c(S(=O)(=O)n2ccnc2)c1 | 6% | -1.8% | -5% | 4%
O=C(Nc1ccc(N2CCOCC2)c(F)c1)c1ccncc1 | -5% | -1.8% | -37%[inhibitor] | -14%
O=C(c1cc2ccccc2oc1=O)N1CCN(C(=O)C2CCCO2)CC1 (stereo unspecified) | 2% | 3.5% | -12% | -6%
O=c1[nH]c2ccsc2c(=O)n1-c1ccc(F)cc1 | -4% | 4.2% | 29% | 2%
O=C(CCn1c(=O)c2cccn2c2cccnc21)Nc1ccccc1C(F)(F)F | -16% | -0.3% | -11%[10.9 µM] | 15%
CC(=O)Nc1ccc2nc(SCCOc3cc(C)cc(C)c3)sc2c1 | -22% | 0.0% | -12%[10.9 µM] | 2%
CC(C)c1nnc(NC(=O)CCC(=O)NCc2ccco2)s1 | -6% | -5.1% | -19% | -7%
Cc1ccccc1C(=O)Nc1ccc(S(=O)(=O)N2CCC(c3nc4ccccc4s3)CC2)cc1 | -8% | u | -8%[10.9 µM] | 7%
N#Cc1cccc(-c2nc3cnc(Nc4ccccc4)nc3n(C[C@H]3CCCO3)c2=O)c1 | -2% | -11%[11.4 µM] | x | -10%
COc1cc(S(=O)(=O)NCCc2ccc3c(c2)OCO3)ccc1-n1cnnn1 | 1% | -0.2% | -10% | 2%
COc1cccc2cc(C(=O)N3CCc4ccccc4C3)c(=O)oc12 | -1% | u | -6% | -3%
COc1cc2nc(Nc3ccc(C)c(C)c3)nc(N)c2cc1OC | u | u | -9%[10.9 µM] | u
Cc1ccc(C)c(N2CCN(C(=O)c3cc(S(=O)(=O)N4CCCCCC4)cn3C)CC2)c1 | -6% | u | -12%[10.9 µM] | 14%
CN(Cc1ccc(F)cc1)S(=O)(=O)c1nnc(NC(=O)c2ccccc2)s1 | -23% | -3.0% | 10%[10.9 µM] | -11%
CCOC(=O)CSc1nc2sc3c(c2c(=O)n1-c1ccccc1)CC(C(C)C)OC3 (stereo unspecified) | -1% | 3.6% | -13%[10.9 µM] | 4%
CCN(CC)C(=O)Cn1c(SCCOc2ccc(Cl)cc2)nc2ccccc21 | -2% | u | -10%[10.9 µM] | -5%
O=C(Nc1ccccc1Br)C1CCCN(S(=O)(=O)c2cccc3nsnc23)C1 (stereo unspecified) | 23% | -0.4% | -5%[10.9 µM] | 0%
COc1ccc(S(=O)(=O)c2c(SC)nn(Cc3ccccc3C)c2NC(C)=O)cc1 | -14% | u | -4%[10.9 µM] | 8%
Cc1cc2c(c(=O)o1)C1(C(=O)N(C)c3ccccc31)C(C#N)=C(N)O2 (stereo unspecified) | -5% | 0.0% | 5% | 3%
COc1ccccc1N1CCN(c2ccc(=O)n(CC(=O)Nc3cc(F)ccc3C)n2)CC1 | 10% | -1.6% | 28%[10.9 µM] | 0%
COC(=O)C/C=C\[C@@H](C)[C@@H](/C=N\O[C@@H](C)c1cc(-c2c(C)cc(C)cc2C)no1)OC | 4%[9.22 µM] | x | x | -11%[9.22 µM]
Cc1ccccc1-c1nc(CS(=O)(=O)CC(=O)NCCN2CCOCC2)c(C)o1 | 2% | -1.3% | -14% | 5%
O=C(c1cc2ccccc2o1)n1nnc2ccccc21 | -10% | 0.4% | 1% | -3%
Cc1sc2nc(SCc3nnc(-c4cccs4)o3)n(C3CCCC3)c(=O)c2c1C | -2% | 0.8% | -4% | 3%
